GalR3 antagonist – GalR3 antagonists in HEK293 cells, primary screen, cell-based, fluorescence readout; Galanin receptor type 3 (Homo sapiens), O60755; HEK293 GalR3-CNG cAMP membrane potential fluorescence; galR3 body fused to GalR1 C-terminus; inhibition, % at 3 µM; actives 0.44% (n = 360,000); AID 651719, 2012;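 active = inhibition above the screen-wide average plus 3 SD, cut at about 13% in these data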;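 note: forskolin and galanin both at EC90 stimulate the cells; cAMP rise reported by CNG channel membrane potential dye signal; 0% = forskolin plus galanin with DMSO and 100% = forskolin alone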
Target sequence (O60755 1-299 limits assumed): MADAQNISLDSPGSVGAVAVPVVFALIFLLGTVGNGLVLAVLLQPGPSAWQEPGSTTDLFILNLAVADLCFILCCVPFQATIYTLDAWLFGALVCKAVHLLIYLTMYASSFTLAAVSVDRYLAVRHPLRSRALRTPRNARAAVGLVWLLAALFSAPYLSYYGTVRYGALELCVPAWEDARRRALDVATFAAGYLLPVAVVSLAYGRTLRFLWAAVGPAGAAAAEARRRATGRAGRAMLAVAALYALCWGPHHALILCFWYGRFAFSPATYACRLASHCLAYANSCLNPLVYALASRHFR
Active calls of the source: *.

GalR3 antagonist | Molecule
-5 | Cc1ccc(S(=O)(=O)N(CCc2ccccc2)c2ccc3c(c2)C2CC3CCN2C(=O)OCc2ccccc2)cc1 (stereo not drawn)
4 | CN1C[C@H]2CON(C)[C@H]2C[C@H]1c1cccc(-c2ccc(C#N)cc2)c1
-6 | COC(=O)C1(Cc2ccc3c(c2)CCC3)Cc2ccc3c(c2C1=O)CCC3 (stereo not drawn)
-8 | O=C(NCCN1CCC(n2c(=O)[nH]c3ccccc32)CC1)c1ccc(F)cc1
-2 | COc1ccc(OC)c(NP2(=O)OCC(C)([N+](=O)[O-])CO2)c1 (stereo not drawn)
-2 | NC(=O)c1ccc(NC(=O)CNc2cc(S(=O)(=O)N3CCOCC3)ccc2N2CCCC2)cc1
4 | COc1ccc(NC(=O)Nc2ccc3nc([C@@H]4O[C@H](CO)[C@@H](O)[C@H](O)[C@H]4O)[nH]c3c2)cc1OC1CCCC1
-6 | COc1ccc(C2=Cc3ccc(OC(C)=O)cc3OC2)cc1

Laid out differently: entries from further up
SMILES	GalR3 antagonist
CN1C[C@H]2CON(C)[C@H]2C[C@H]1c1cccc(-c2ccc(C#N)cc2)c1	4
COc1ccc(NC(=O)Nc2ccc3nc([C@@H]4O[C@H](CO)[C@@H](O)[C@H](O)[C@H]4O)[nH]c3c2)cc1OC1CCCC1	4
NC(=O)c1ccc(NC(=O)CNc2cc(S(=O)(=O)N3CCOCC3)ccc2N2CCCC2)cc1	-2
COc1ccc(C2=Cc3ccc(OC(C)=O)cc3OC2)cc1	-6

Additional records.
GalR3 antagonist | Molecule
0 | CCN1C[C@@H]2[C@@H]3C(=O)N(C)C(=O)[C@@H]3[C@](C)(C1=O)N2C(=O)c1ccccc1
-6 | Nn1cnc2c(ncn2C2OC(CO)C(O)C2O)c1=O (stereo not drawn)
-4 | COc1cccc(NC(=O)CCC2CCN(C(=O)C(OC)c3ccccc3)CC2)c1 (stereo not drawn)
-7 | O=C(NCCCc1ccccc1)c1cccc(NC(=O)C2CCC2)c1
5 | Cc1cccc(C)c1N1C(=O)CC(Sc2ccccc2N)C1=O (stereo not drawn)
-7 | CCOc1ccc(Cl)cc1-c1cc(C(=O)Nc2ccc(F)cc2)[nH]n1
0 | CC1CN(C(=O)c2cccc(NS(=O)(=O)c3ccc(Br)cc3)c2)CC(C)O1 (stereo not drawn)
6 | Cc1ccc(S(=O)(=O)N2C[C@H]3C(=O)C[C@@H]4C(=O)N(c5ccccc5)C(=O)[C@@H]4[C@@H]3C[C@H]2c2cccs2)cc1
-8 | c1cnn2c(-c3ccc4c(c3)CCO4)cnc2c1
-6 | CN(Cc1ccc(Cl)c(Cl)c1)C(=O)c1[nH]c(C(F)(F)F)nc1-c1ccccc1
-6 | O=C1NC[C@@H](CCCCN2C[C@H](Cc3ccc(O)cc3)N(Cc3ccccc3)C(=O)C2=O)N(CCc2ccc(O)cc2)C1=O
-5 | O=C(Nc1ccccc1SC(=O)c1ccccc1)c1ccccc1
-7 | COc1ccccc1N1CCN(C(=O)CCCn2c(=S)[nH]c3ccccc3c2=O)CC1
1 | CCCCCCN1C(=O)CC(NC(=O)OCC2c3ccccc3-c3ccccc32)C/C=C\C1C(C)C (stereo not drawn)
-6 | COc1ccc(CNC(=O)CCNC(=O)N2CC(=O)Nc3ccccc32)cc1
-6 | CCN(N=O)c1ccc(C=C2C=Cc3ccccc32)cc1
-8 | O=C(OCn1nnc2ccccc2c1=O)c1ccc(F)c(S(=O)(=O)N2CCOCC2)c1
-6 | O=C(O)c1ccc(NN=Cc2cc(=O)[nH]c(=O)[nH]2)cc1
-3 | CCCCn1nnnc1C1(C)CCC(=O)N1CC1CCCCC1 (stereo not drawn)
-3 | CC1(Cc2ccc(F)cc2)C(=O)Nc2c(Cl)cccc21 (stereo not drawn)
-5 | OCC[C@@H]1C[C@H](O)[C@@H](O)[C@]2(OCc3ccc(CO)cc32)O1
-7 | CCCCC1SC(N)=NC1=O (stereo not drawn)
-9 | COc1ccc(S(=O)(=O)N2CCCCC2)cc1NC(=O)C1CC1(Cl)Cl (stereo not drawn)
-1 | COc1ccccc1-c1cc(NC(C)=O)c2ncc(-c3cccc(C(F)(F)F)c3)n2c1
-6 | C=CCN(c1ccccc1OC)S(=O)(=O)c1cccc(C(=O)NCC(c2ccc(OC)cc2)N2CCCC2)c1 (stereo not drawn)
-8 | CC(c1ccccc1C(=O)O)c1cc(F)cc2ccccc12 (stereo not drawn)
-6 | COc1ccc(CN2CCC[C@]3(N[C@H](c4ccccc4)[C@@H]4C(=O)N(C)C(=O)[C@@H]43)C2=O)cc1
-1 | COC(=O)c1c(N)[nH]c(C(=O)c2ccccc2)c1-c1ccc(Br)cc1
-4 | CC(C)=CCCC(C)=CCN1C(=O)CN(C)C1=O
-4 | COc1ccccc1Cc1c(-c2ccc(F)cc2)nc2ccc(Cl)cn12
-4 | COc1ccc(NS(=O)(=O)c2cc(NC(=O)CCc3ccccc3)ccc2N2CCOCC2)cc1
-4 | Cc1nc2nc(C)c(C)nc2nc1C
-7 | CC(C)(C)c1ccc(CC(=O)N2CCC2(C)C(=O)NS(=O)(=O)Cc2ccccc2)cc1 (stereo not drawn)
-8 | CC(=O)N1CCN(Cc2cc(=O)oc3cc(C)c(C)cc23)CC1
1 | CC(=O)Nc1sc(C)c(C)c1C(=O)OCC(=O)Nc1ccccc1C(F)(F)F
-3 | O=C(Nc1nnc([C@@H]2C[C@H](O)[C@@H](CO)O2)s1)c1cccc(Oc2ccccc2)c1
-5 | CCNC(=O)C1(C)CCCN(C(=O)c2sccc2C)C1 (stereo not drawn)
-5 | CCOC(=O)/C=c1/s/c(=C/c2ccc3cc(OC)ccc3c2)c(=O)n1CC(=O)NCc1ccc2c(c1)OCO2
-4 | CC(C)C[C@H]1CNC(=S)N1CC1CCN(CCCC2CCCC2)CC1
-1 | O=C(Cn1cnc2ccc(Cl)cc2c1=O)NC1CCS(=O)(=O)C1 (stereo not drawn)
-5 | CC(O)(c1ccccc1)c1nc(-c2ccc(Cl)cc2)cs1 (stereo not drawn)
-4 | COc1cccc(-c2cnc(C(O)c3ccc(F)c(F)c3)[nH]2)c1 (stereo not drawn)
-6 | COc1ccc(CC(=O)Nc2ccccc2C(F)(F)F)cc1S(=O)(=O)N1CCOCC1
-5 | COc1cccc(CNCc2cccc(OC)c2O)c1O
-2 | COc1ccc(Cc2c(C3CCCCC3)nc3c(Cl)cc(C(F)(F)F)cn23)c(C)c1
-7 | CC(C)(C)C(=O)N1CCN(c2ccc3c(c2)C2CC3CCN2C(=O)OCc2ccccc2)CC1 (stereo not drawn)
-3 | COC(=O)c1c(-c2ccc(N(C)C)cc2)oc2c1C(OC)CCC2 (stereo not drawn)
-5 | O=C1NC[C@@H](CCCCN2C[C@H](Cc3ccc(O)cc3)N(Cc3ccccc3)C(=O)C2=O)N(Cc2ccccc2)C1=O
-7 | COC(=O)C1=C(C)N(Cc2ccccc2C(F)(F)F)C(=NCc2ccc3c(c2)OCO3)NC1c1cccc(C(F)(F)F)c1 (stereo not drawn)
-6 | COc1ccc(CN(C)C(=O)CCNS(=O)(=O)c2ccccc2)c(OC)c1
-7 | COc1ccc(CN(C)C(=O)C2CC(=O)N(c3ccc4c(c3)OCCO4)C2)cc1 (stereo not drawn)
-4 | CC(C)[C@H](NC(=O)C1CC1)C(=O)N1CCC[C@H]1C(=O)NCCc1ccccc1Cl
-6 | COc1ccc(-c2oc3c(c2C#CC2(O)CCCCC2)C(OC(C)=O)CCC3)cc1 (stereo not drawn)
-8 | O=C(Nc1ccccc1)c1cc2ccccc2s1
0 | CC1CC(=Cc2ccc(N)cc2)C(=O)O1 (stereo not drawn)
-1 | CCC(=O)N1CCC1(C)C(=O)Nc1cc(OC)ccc1OC (stereo not drawn)

Continued:
GalR3 antagonist | Molecule
-7 | Cc1ccc(C(O)c2ncc(-c3cccc(C(F)(F)F)c3)[nH]2)cc1 (stereo not drawn)
-4 | CCOC(=O)CCCCC1C(CCCC(=O)OCC)C=NN1C (stereo not drawn)
-6 | COc1cc(C(=O)NCCC(=O)NCc2cccs2)cc(OC)c1OC
-8 | Clc1ccccc1NN(Cc1ccccn1)c1ccccc1Cl
-8 | COc1ccc(CNC(=O)c2ccc(Cl)c(S(=O)(=O)N3CCCCCC3)c2)cc1
-6 | CN(CCO)c1ccc2c(c1)OC[C@H](Cc1ccccc1)NS2(=O)=O
-5 | CC1(C(=O)NCCc2c[nH]c3ccccc23)CCN1Cc1csc2ccccc12 (stereo not drawn)
-4 | Cc1ccc(NC(=O)C2(C)CCN2C2Cc3ccccc3C2)cc1 (stereo not drawn)

7 records picked at random from those above:
GalR3 antagonist | Molecule
-4 | Cc1ccc(NC(=O)C2(C)CCN2C2Cc3ccccc3C2)cc1 (stereo not drawn)
-6 | COc1cc(C(=O)NCCC(=O)NCc2cccs2)cc(OC)c1OC
-6 | CN(CCO)c1ccc2c(c1)OC[C@H](Cc1ccccc1)NS2(=O)=O
-4 | CCOC(=O)CCCCC1C(CCCC(=O)OCC)C=NN1C (stereo not drawn)
-5 | CC1(C(=O)NCCc2c[nH]c3ccccc23)CCN1Cc1csc2ccccc12 (stereo not drawn)
-8 | COc1ccc(CNC(=O)c2ccc(Cl)c(S(=O)(=O)N3CCCCCC3)c2)cc1
-8 | Clc1ccccc1NN(Cc1ccccn1)c1ccccc1Cl

(further entries)
GalR3 antagonist | Molecule
-2 | Cc1ccc(C(=O)CCC(=O)OCC(=O)N2c3ccccc3NC(=O)C2(C)C)cc1
-2 | CC1(C(=O)Nc2cccc(C#N)c2)CCN1C(=O)CCc1ccccc1 (stereo not drawn)
-5 | Cc1c(NC(=O)CSc2nnc(C(C)N(C)C)n2-c2ccccc2)c(=O)n(-c2ccccc2)n1C (stereo not drawn)
-5 | O=C1O[C@@H](c2ccccc2)C[C@@H](O)C(=O)CCCCc2ccccc21
-4 | O=S(=O)(O)c1ccc(NN=Cc2ccccc2O)cc1
-7 | CC(C)NC(=O)C1(C)CCN1C(=O)c1ccccc1F (stereo not drawn)
-7 | O=S(=O)(NC1CCc2ccccc21)c1ccccc1 (stereo not drawn)
-6 | CC(C)C1C(=O)N(Cc2cn(CCC3OCCO3)nn2)CCS(=O)(=O)N1Cc1ccc(-c2ccccc2Cl)cc1 (stereo not drawn)
0 | O=C1[C@H]2[C@@H](c3ccc(C(F)(F)F)cc3)N[C@]3(CCCN(Cc4ccco4)C3=O)[C@H]2C(=O)N1Cc1ccccc1
-5 | CCc1nc2ccc(C(=O)Nc3cc(-c4ccccc4)ccc3OC)cn2c1N(C)Cc1nccs1
-6 | CNc1ncnc2c1ncn2-c1ccccc1
2 | CO[C@@H]1CN(C)C(=O)c2cc(NC(=O)Nc3ccc4c(c3)OCO4)ccc2OC[C@@H](C)N(C)C[C@H]1C
-8 | CC(C)[C@H](NS(=O)(=O)c1ccccc1)C(=O)OCc1cc([N+](=O)[O-])cc2c1OCOC2
-5 | COc1ccc(C(=O)NCC(=O)NCc2ccc3c(c2)OCO3)cc1[N+](=O)[O-]
-4 | NC(c1csc(Nc2ncccn2)n1)C1CCCCC1 (stereo not drawn)
-7 | C[C@@H]1CN([C@@H](C)CO)C(=O)c2cc(C#CC3CCCCC3)cnc2O[C@@H]1CN(C)S(=O)(=O)c1ccc(F)cc1
-4 | N#Cc1cccnc1N1CCN(C(C(=O)NC2CCCC2)c2ccc(F)cc2)CC1 (stereo not drawn)
-7 | C[C@H](CO)N1C[C@H](C)[C@@H](CN(C)Cc2ccccn2)Oc2ncc(-c3ccccc3)cc2C1=O
-1 | COc1ccc([C@H]2C[C@@H](n3cc(-c4ccc(F)cc4)nn3)[C@H](O)CN2CC2CCCCC2)cc1
-5 | C=CCCC(=O)N1C[C@H]2CON(C)[C@H]2C[C@H]1c1ccc(-n2ccnc2)cc1
-5 | CC(=O)C1CCC2C3CCC4CC(=O)CCC4(C)C3C(C)(O)CC12C (stereo not drawn)
3 | CCc1nc2ccc(C(=O)NCCNC(C)=O)cn2c1N(C)CCCc1ccccc1
2 | CC1CCCCC1NC(=O)CSc1nnnn1C (stereo not drawn)
-6 | CCc1nc2c(OCc3ccc(F)cc3)cccn2c1N(C)C(=O)C(C)C
-2 | COCCCN1C(=O)C(CC(=O)NC(c2ccccc2)c2ccccc2)CC(C(=O)N(C(C)C)C(C)C)=C1C (stereo not drawn)
-5 | OC(c1ccccc1)C(NCCNCc1ccccc1)c1ccccc1 (stereo not drawn)
-6 | COC(=O)[C@]12CCCCC=C1N(CCc1ccc(OC)c(OC)c1)C(=O)[C@H](CC(=O)N1CCN(C(=O)C3CC3)CC1)C2
-3 | Cc1cc2oc(=O)cc(CN3CCCCCCC3)c2cc1Cl
-6 | CCOc1ccccc1N(CC(=O)NCCc1ccc(OC)cc1)S(=O)(=O)c1ccc(C)cc1
-4 | COc1ccc(NC(=O)C[C@H]2C(=O)N(c3ccc(OC)cc3)C[C@@H]2CSC)cc1
-5 | CCOC(=O)[C@]12CCC=C1N(Cc1ccc3c(c1)OCO3)C(=O)[C@H](CC(=O)N1CCCCC1)C2
-6 | O=C(NC1CCCCC1)C(c1cc2ccccc2o1)n1c(=O)c(-c2ccco2)nc2ccccc21 (stereo not drawn)
-6 | O=C1OCCN1C(=O)[C@H]1[C@H](c2ccc(F)cc2)C(c2cccc(Cl)c2)=NN1c1ccc(Br)cc1
-7 | COc1ccc([C@@H]2C[C@H]3[C@@H](CN2S(=O)(=O)c2ccccc2)C(=O)C[C@@H](c2ccccc2)N3S(=O)(=O)c2ccc(C)cc2)cc1
-2 | O=C(O)c1c(Cl)cccc1Nc1ccccc1

From PubChem

These rows are one share of the data (hit frequency here may not be typical).
